# Screens: PubChem, Broad Institute
# GSIS activator: primary screen for activators of insulin secretion dependent on glucose, INS-1E cells, GLuc reporter luminescence; AID 743287; activation, % at 16.6 µM; INS-1E GLuc reporter insulin secretion, 2-3 h; 370,000 tested, 0.61% active;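 active means lowest replicate activation of at least 40%, so every replicate reaches that level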;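 further: 0% = median of neutral control wells and 100% = median of IBMX positive control wells; some compounds called inactive have numbers as strong as hits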
# RAD52 anneal inh: RAD52 (human) annealing inhibition; recombinant RAD52 DNA annealing, FRET fluorescence; inhibition, % at 18.7 µM; 360,000 tested, 0.46% active; AID 651710;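 active means every replicate showing at least 50% inhibition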
# ERAP1 inh: blocks human ERAP1 aminopeptidase activity; Q9NZ08; recombinant ERAP1, Leu-AMC fluorescence, 60 min; inhibition, % at 10.7 µM; 340,000 tested, 0.15% active; AID 652197;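 active means mean replicate inhibition of at least 30%, or all replicates individually reaching that 30% level; inactive means mean below 30% and not every replicate reaching it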;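 further: 0% = neutral control wells and 100% = L-leucinethiol positive control wells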
# Target sequence (Q9NZ08 whole entry, looked up): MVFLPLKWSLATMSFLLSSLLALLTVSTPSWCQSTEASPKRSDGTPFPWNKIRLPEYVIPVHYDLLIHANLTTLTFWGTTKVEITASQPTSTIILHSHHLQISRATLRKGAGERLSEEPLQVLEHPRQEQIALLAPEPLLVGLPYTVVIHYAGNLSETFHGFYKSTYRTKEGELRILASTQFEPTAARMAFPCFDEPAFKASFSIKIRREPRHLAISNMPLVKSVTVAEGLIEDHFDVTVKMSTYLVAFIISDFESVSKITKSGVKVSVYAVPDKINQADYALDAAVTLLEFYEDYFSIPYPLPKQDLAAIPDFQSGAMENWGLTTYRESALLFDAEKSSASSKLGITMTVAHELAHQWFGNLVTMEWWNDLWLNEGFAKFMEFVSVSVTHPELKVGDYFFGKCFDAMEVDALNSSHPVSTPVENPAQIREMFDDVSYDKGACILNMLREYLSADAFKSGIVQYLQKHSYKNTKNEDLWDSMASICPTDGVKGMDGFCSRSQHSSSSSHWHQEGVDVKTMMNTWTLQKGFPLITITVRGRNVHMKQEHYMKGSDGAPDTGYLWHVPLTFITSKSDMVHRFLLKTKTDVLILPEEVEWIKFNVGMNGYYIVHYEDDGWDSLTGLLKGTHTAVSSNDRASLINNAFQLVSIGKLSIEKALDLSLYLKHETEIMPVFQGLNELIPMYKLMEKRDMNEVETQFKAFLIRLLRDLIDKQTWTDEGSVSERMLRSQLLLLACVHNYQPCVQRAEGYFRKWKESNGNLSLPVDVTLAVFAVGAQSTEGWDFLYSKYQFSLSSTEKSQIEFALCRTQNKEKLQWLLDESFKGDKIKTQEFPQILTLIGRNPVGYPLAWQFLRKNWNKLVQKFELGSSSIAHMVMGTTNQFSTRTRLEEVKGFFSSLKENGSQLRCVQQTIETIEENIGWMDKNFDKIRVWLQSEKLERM
# ARNT-TACC3 inh: disruptors of human ARNT/TACC3 interaction; Q9Y6A5; AID 623870; inhibition, % at 9.99 µM; AlphaScreen His-ARNT PAS-B/GST-TACC3 binding, luminescence; TACC3 fragment carries E629A point mutation; 390,000 tested, 0.66% active;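 active means mean inhibition of replicates at least 50% and at least half of replicates each reaching 50%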;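 further: 0% = complete ARNT plus TACC3 wells and 100% = ARNT alone without TACC3; many hits fall short of the cut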
# XiGFP reactiv: reactivates the inactive X chromosome in mouse fibroblasts; XiGFP mouse fibroblasts, % GFP-positive cells imaging, 3 d; cells co-treated with 5-aza-dC sensitizer; scaled so ellipticine positive control = 100%; activation, % at 7.58 µM; 360,000 tested, 0.055% active; AID 743238;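 active means mean normalized replicate activation at least 10% and every replicate at or above 10%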;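 further: 0% = median of on-plate neutral control wells and 100% = ellipticine 6 µM median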
#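 Material: XiGFP fibroblasts, SV40-immortalized; Buffer or medium: DMEM containing 5-aza-dC; Compound dosing: single point; Times: 3 days compound exposure.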
# esBAF inh: inhibitors of esBAF chromatin remodeling in mouse ES cells; 350,000 tested, 2% active; Bmi1-luciferase knock-in reporter, 24 h; 100% = twice the neutral-well signal; reporter increase, % at 12.5 µM; in the data active means activation above about 40%;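 further: 0% = median of the plate's neutral control wells and 100% = double that signal; a rise in the Bmi1 reporter signal indicates esBAF inhibition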
# RAD54 inh: RAD54 (human) branch migration inhibition; Q92698; 360,000 tested, 0.14% active; inhibition, % at 10.4 µM; RAD54 Holliday junction branch migration, FAM/BHQ fluorescence;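 active means mean normalized replicate activity at least 40 and at least half of replicates scoring 40 or more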;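 further: 0% = median of neutral control wells and 100% = median of positive control wells; inhibitors cause a drop in the FAM fluorescence signal; in these data hits start at about 50%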
# CFTR F508del cor: CFTR F508del correction in bronchial cells; activity (quench increase), % at 7.58 µM; CFBE cells, YFP halide quenching; stimulated with forskolin plus potentiator P3; % fluorescence drop versus neutral controls; 350,000 tested, 0.36% active; AID 720511;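 active means mean added fluorescence quench of at least 8% versus neutral control, with both replicates also reaching 8%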;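 further: cells transiently co-express mutant CFTR-F508del with the halide-sensitive YFP; corrector assay measuring rescue of mutant channel to the surface after 24 h compound exposure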
# Numbers without * were called inactive; . = no result given.
SMILES,GSIS activator,RAD52 anneal inh,ERAP1 inh,ARNT-TACC3 inh,XiGFP reactiv,esBAF inh,RAD54 inh,CFTR F508del cor
NC(=O)C1CC(=O)N(c2ccc(OCc3ccc(Cl)cc3Cl)cc2)C1 (centres undefined),-3,-13,-1,.,0.0,18,5,-1.9
COc1cc(OC)cc(C(=O)Nc2cccnc2)c1,11,-1,-1,-6,0.0,.,.,1.5
C[C@H](CO)N1C[C@H](C)[C@@H](CN(C)Cc2ccc(C(F)(F)F)cc2)Oc2ccc(NC(=O)CCCN(C)C)cc2C1=O,25,5,-1,6,0.3,-8,-14,5.6
CN1CCN(C(=O)C[C@H]2CC[C@@H]3[C@@H](COc4ccc(NC(=O)C5CCCC5)cc4C(=O)N3C)O2)CC1,4,2,2,.,0.0,.,.,1.2
COc1ccc(NC(=S)N2CCN(C)CC2)cc1,5,-16,.,.,0.0,.,1,-1.2
CCC(=O)N1CCc2cc(S(=O)(=O)NCCC(=O)NC3CCCc4ccccc43)ccc21 (centres undefined),1,.,.,4,.,13,-6,.
COc1ccc(CCN(C(=O)Cn2nnc3ccccc32)C(C(=O)NCC2CCCO2)c2ccncc2)cc1OC (centres undefined),14,-6,-12,2,0.3,.,.,0.4
Cc1ccccc1C(=O)NC(=S)Nc1ccccc1N1CCCC1,6,-4,-1,.,0.2,.,.,-2.7
C[C@H](CO)N1C[C@H](C)[C@H](CN(C)C)OCc2cn(nn2)CCCC1=O,-7,.,.,.,-0.1,-6,.,2.2
Cc1cccc(NC(=O)CNC(=O)c2ccc3nc[nH]c3c2)c1C,4,-17,3,.,0.2,2,5,3.7
O=C(COC(=O)C1=NN(c2ccccc2)C(=O)CC1)Nc1nc(-c2ccc(F)cc2)cs1,.,14,-3,.,-0.2,29,0,-2.8
O=C(NC1CCCC1)C(C1CC1)n1c(-c2cc3ccccc3[nH]2)nc2ccccc21 (centres undefined),-11,-11,.,.,0.2,.,.,-6.6
CC(=O)N(C)c1ccc(NC(=O)N2CCOCC2)cc1,19,4,-4,-7,0.1,2,-13,-3.6
CO[C@H]1CN(C)C(=O)c2cc(NC(=O)Nc3ccccc3)ccc2OC[C@@H](C)N(C(=O)CC2CC2)C[C@@H]1C,-10,-1,.,-3,0.1,-4,-3,-2.4
CN(C(=O)c1ccc2c(c1)OCCO2)c1c(N)n(Cc2ccccc2)c(=O)[nH]c1=O,5,-10,-2,-2,0.0,4,3,0.7
CC(C)(CC(=O)c1ccccc1)CC(=O)c1ccccc1,-19,-9,1,-1,0.0,.,.,-0.9
CNS(=O)(=O)c1cccc(C(=O)OCCCOC(=O)c2cccc(S(=O)(=O)NC)c2)c1,14,-8,3,5,0.0,.,-5,2.4
CSc1cccc(NC(=O)/C=C/c2cccc(Cl)c2)c1,-8,0,-2,-1,0.0,.,7,1.5
CN(C(=O)COC(=O)c1ccc(S(=O)(=O)N2CCOCC2)cc1)C1CCCCC1,-16,-16,1,-5,0.1,.,.,.
O=C(NCCCN1CCCC1=O)C(=O)NCC1OCCN1S(=O)(=O)c1ccc(Br)cc1 (centres undefined),-6,-18,3,-2,0.0,.,-3,-1.0
COc1ccccc1NS(=O)(=O)c1cc(C(=O)N2CCN(C(=O)c3ccco3)CC2)ccc1F,1,-21,-1,15,-0.1,-4,7,2.8
CC(C)c1nnc(NC(=O)CCC(=O)N2CCN(c3cccc(Cl)c3)CC2)s1,7,-9,-4,0,0.0,-4,-9,-0.2
COc1ccc(NC(=O)C2CCCN(c3nn4c(=O)cc(C)nc4s3)C2)cc1 (centres undefined),.,-14,3,4,-0.1,3,-6,0.0
C[C@H](CO)N1C[C@H](C)[C@H](CN(C)S(=O)(=O)c2ccccc2)Oc2c(NC(=O)c3nc4ccccc4s3)cccc2C1=O,5,-16,-1,12,-0.1,4,0,2.7
CCn1c(=O)c(=O)[nH]c2cc(C(=O)NCc3ccc(F)cc3)ccc21,1,-7,-3,-1,0.3,-5,-3,0.9
SMILES,GSIS activator,RAD52 anneal inh,ERAP1 inh,ARNT-TACC3 inh,XiGFP reactiv,esBAF inh,RAD54 inh,CFTR F508del cor
O=C(C1CC1)N1C[C@H]2[C@@H](c3ccccc31)[C@@H](CO)N2C(=O)c1ccccn1,11,6,.,-10,0.1,-2,-4,-1.8
COCC#Cc1ccc([C@@H]2[C@@H](CO)N3C(=O)CN(C(=O)C4CCOCC4)C[C@@H]23)cc1,-5,-8,0,.,0.0,.,.,-4.3
CC1CCCCC1NC(=O)CCn1c(=O)oc2ccccc21 (centres undefined),10,-11,-4,3,.,-8,0,-0.8
CCCN1C[C@H](C)[C@@H](OC)CN(C)C(=O)c2ccc(NC(=O)c3ccccc3F)cc2OC[C@H]1C,-7,16,.,.,0.0,-7,1,1.2
Cc1cccc(OCC(=O)Nc2ccccc2N2CCCCC2)c1C,4,-13,1,-35,0.0,-6,.,-2.0
Cc1noc(C)c1NC(=O)N[C@@H]1CC[C@@H](CC(=O)NCc2ccc(Cl)c(Cl)c2)O[C@H]1CO,5,0,3,-11,0.0,-2,4,-2.9
C[C@@H]1CN([C@@H](C)CO)C(=O)CCCn2cc(nn2)CO[C@H]1CN(C)Cc1ccc(O)cc1,2,1,-2,-5,0.2,-2,7,1.6
COc1cc(C(=S)N2CCOCC2)cc(OC)c1O,3,7,2,-19,0.0,3,-4,-1.1
CO[C@H]1CN(C)C(=O)c2cc(NC(=O)C3CC3)ccc2OC[C@@H](C)N(C(=O)c2ccccn2)C[C@H]1C,13,.,.,.,-0.4,-1,.,0.4
O=C(NNC(=O)c1ccc(Br)s1)c1cccc(S(=O)(=O)N2CCCC2)c1,-10,-9,-6,11,-0.1,-31,0,-6.6
Cc1nc(C)c(CC(=O)N2CCc3c([nH]c4ccccc34)C2c2ccccn2)s1 (centres undefined),1,-20,-4,.,0.2,.,.,0.8
CCCC#Cc1ccc([C@H]2[C@@H](CO)N3C(=O)CN(C(=O)Nc4ccccc4F)C[C@@H]23)cc1,-7,-13,-1,.,0.1,.,.,1.2
Nc1nc(Cl)cc(NCCc2ccc(O)cc2)n1,26,-13,-1,-1,0.1,.,.,1.2
CC12CCC(C(=O)N(c3nccs3)C1=O)C2(C)C (centres undefined),.,-14,-7,-22,0.0,-4,-10,.
COc1ccc2c(C)cc(=O)sc2c1,.,-3,2,.,0.0,-4,-2,1.2
O=C(NNC(=O)c1cccc2ccccc12)c1cccc(Cl)c1,-5,-9,-4,-7,0.3,8,6,0.0
CCOC(=O)c1c(NC(=O)CSc2nnc(-c3c[nH]c4ccccc34)n2CCOC)sc2c1CCCC2,.,-6,-9,-3,-0.1,9,-16,5.5
CCOC(=O)NC(=O)CSc1nnc(SCCC(=O)O)s1,19,.,.,-3,0.4,.,-3,.
CCOc1ccc(-c2cc(N)n(S(=O)(=O)c3cccc4nsnc34)n2)cc1,4,2,.,6,-0.1,4,-5,-0.3
Cc1cc(C)c(S(=O)(=O)N2CCN(C(=O)CN3C(=O)NC4(CCCC4)C3=O)CC2)c(C)c1,13,2,2,.,0.2,-7,7,0.1
Cc1ccc(NC(=O)COC(=O)Cn2cnc3c2c(=O)n(C)c(=O)n3C)c(Cl)c1,13,-9,-2,18,0.4,.,.,1.6
O=S(=O)(c1ccccc1)c1nc(-c2ccco2)oc1N1CCCCCC1,39,.,.,9,.,-8,-2,.
CN1CCc2c(sc(NC(=O)C3CCCN3S(=O)(=O)c3ccc(Cl)s3)c2C(N)=O)C1 (centres undefined),-17,-7,4,-2,0.4,7,1,-4.8
C[C@@H](N)C(=O)NC[C@H]1O[C@@H](n2cnc3c(N)ncnc32)[C@H](O)[C@@H]1O,23,-4,-5,1,0.0,6,-8,-0.1
CCc1nc(SCC(=O)c2c[nH]c3ccccc23)n[nH]1,-2,-105,-2,-6,0.0,.,.,-0.4
SMILES,GSIS activator,RAD52 anneal inh,ERAP1 inh,ARNT-TACC3 inh,XiGFP reactiv,esBAF inh,RAD54 inh,CFTR F508del cor
COc1cc2oc(=O)cc(CN3CCN(c4ccccc4OC)CC3)c2cc1Cl,8,-4,-2,.,0.0,1,0,-1.7
Cc1cc(C)c2c(c1)CC(C)(C)CC2=O,11,1,2,8,0.0,.,5,-1.0
CC1(C(=O)NCC(F)(F)F)CCN1C(=O)C1(c2ccccc2)CC1 (centres undefined),-24,-9,-1,.,0.0,2,9,4.6
O=C(O)c1cccc(Oc2ccccc2[N+](=O)[O-])c1,5,.,.,-13,0.3,-7,.,.
COc1ccccc1OCc1cc(C(=O)N(C)CCC2CCCCO2)no1 (centres undefined),.,-11,-5,-23,-0.1,76*,1,-0.3
CCOC(=O)N1CCN(S(=O)(=O)c2ccc(C)c(C(=O)NC3CCCCC3)c2)CC1,14,-26,3,1,0.1,7,6,-2.0
CCOC(=O)c1cccc(NS(=O)(=O)c2cnc[nH]2)c1,-1,.,.,-6,.,-5,12,.
C[C@@H]1CN([C@@H](C)CO)C(=O)c2cc(NS(C)(=O)=O)ccc2O[C@H]1CN(C)C(=O)Nc1ccc(C(F)(F)F)cc1,13,0,0,-4,0.1,-2,10,0.5
CC1=Nc2ccccc2N=C(NC(=O)CN2CCN(c3ccccc3)CC2)C1c1ccccc1 (centres undefined),-1,-20,-2,18,-0.1,.,.,-1.3
Cc1ccc(NC(=O)CN2C(=O)c3ccccc3S2(=O)=O)cc1C,0,6,0,-3,0.1,-16,25,-0.9
CC(C)c1ccc2[nH]c(O)c(N=NC(=S)NCCc3ccccc3)c2c1,-4,-8,5,5,0.5,.,1,-1.7
O=C(CCC(=O)Nc1ccc(Cl)cc1Cl)NNC(=O)Nc1ccccc1,-8,-4,0,3,-0.1,.,.,0.8
CC1CN=C(Nc2cccc(S(=O)(=O)N(C)C)c2)S1 (centres undefined),-2,-18,-3,-5,0.1,.,.,-1.6
Cc1ccc(-c2[nH]c3cc(C(=O)NCCCn4ccnc4)ccc3c(=O)c2O)cc1,-1,80*,7,.,0.0,-8,9,4.1
CC(C)c1ccc(S(=O)(=O)N2CCN(C(=O)C3=COCCO3)CC2)cc1,6,-11,-4,-3,0.3,-16,-2,-2.2
CC(=O)c1cccc(NC(=O)CCNS(=O)(=O)c2cccc(C(C)=O)c2)c1,30,.,.,-1,.,-6,8,.
COCCNC(=O)C1CCCN(S(=O)(=O)c2cccc3nsnc23)C1 (centres undefined),5,5,-1,-7,0.0,-7,-2,-2.1
Cc1cc(C)n(-c2ccc(NC(=O)C3CCCCN3C(=O)c3ccoc3C)cc2)n1 (centres undefined),-5,-18,3,0,0.0,-1,-2,1.8
CC(=O)c1cccc(OCc2cc(C(=O)N(C)Cc3ccc(C)o3)no2)c1,-29,-64,-1,.,-0.1,38,-1,-0.2
Nc1cc(=O)nc(SCC(=O)N2CCN(c3ccccc3)CC2)n1-c1ccc(F)cc1,-16,-3,0,-3,0.1,9,0,2.7
CCOC(=O)/C=C1\SCC(=O)N1CC(=O)NCCOC,-3,-21,-2,.,0.0,0,-1,-1.6
Oc1ccccc1C=Nc1cccc2ccccc12,27,1,-1,-4,0.1,-1,-1,-0.4

# Reformatted with two lines to a compound: four of the compounds above
# Values run as follows: GSIS activator, RAD52 anneal inh, ERAP1 inh, ARNT-TACC3 inh, XiGFP reactiv, esBAF inh, RAD54 inh, CFTR F508del cor
CC(C)c1ccc(S(=O)(=O)N2CCN(C(=O)C3=COCCO3)CC2)cc1
    6, -11, -4, -3, 0.3, -16, -2, -2.2
CC(=O)c1cccc(OCc2cc(C(=O)N(C)Cc3ccc(C)o3)no2)c1
    -29, -64, -1, ., -0.1, 38, -1, -0.2
CC(=O)c1cccc(NC(=O)CCNS(=O)(=O)c2cccc(C(C)=O)c2)c1
    30, ., ., -1, ., -6, 8, .
Cc1cc(C)c2c(c1)CC(C)(C)CC2=O
    11, 1, 2, 8, 0.0, ., 5, -1.0
